From PubChem
NadD block = NadD (S. aureus) enzyme inhibition. purified NadD enzyme, colorimetric absorbance read-out. inhibition, % at 20 µM. actives 0.78% (n = 360,000); in the data active means inhibition above about 26%; further: some compounds past the cut are filed as inactive
SKN-1 inh = blocks SKN-1 activity in C. elegans; C. elegans VP596 Pgst-4::GFP/RFP ratio, acrylamide-induced, 24 h; inhibition, % at 21.8 µM; actives 0.49% (n = 360,000); AID 624304;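 active means interference check ratio from 0.5 to 1.5 plus GFP to RFP signal ratio inhibition reaching or exceeding a fixed threshold, cut at about 30% in these data, passing the limit was not always enough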; further: some compounds called inactive have numbers as strong as hits
NRP1-CendR mod = alters CendR peptide binding to human NRP-1 | O14786 | FAM-RPARPAR peptide binding to NRP-1, fluorescence polarization | inhibition, % at 25 µM | actives 0.85% (n = 360,000);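 active means inhibition or corrected inhibition above about 18%, plus a signal ratio from 0.5 to 1.5, limit read from the data, passing the limit was not always enough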; further: strong numbers were not always called active
Scp1 inh = blocks human Scp-1 phosphatase activity; actives 0.88% (n = 340,000); inhibition, % at 20 µM; Recombinant Scp1, phosphopeptide, malachite green phosphate absorbance; AID 493091;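 active means inhibition above about 50% at 20 µM, limit read from the data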;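 further: plate controls were DMSO wells with enzyme for no effect and wells lacking enzyme for full effect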
Target sequence (Q9GZU7 76-261 limits assumed): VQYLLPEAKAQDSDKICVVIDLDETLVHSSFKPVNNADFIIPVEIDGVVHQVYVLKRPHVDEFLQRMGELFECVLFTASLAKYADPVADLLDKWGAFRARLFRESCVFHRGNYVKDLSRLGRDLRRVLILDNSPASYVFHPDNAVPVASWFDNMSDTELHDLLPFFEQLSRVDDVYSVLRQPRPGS
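Test system – truncated SCP-1 phosphatase (76-261aa) · Reagent – Phosphorylated 17-residue peptide substrate · Incubation – 45 min room-temperature reaction, 5 min colour, 30 min stabiliser · Detection – colorimetric phosphate reagent with accelerator and stabiliser, absorbance at 630 nm · Measure – % inhibition at 20 µM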
LMPTP block = blocks human LMPTP phosphatase. P24666. recombinant LMPTP-A, OMFP fluorogenic substrate, fluorescence intensity. inhibition, % at 20 µM. actives 0.22% (n = 360,000). AID 651560;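 active means compounds that cut the enzyme signal by at least half of the control window in the single-dose screen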;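 further: plate controls were DMSO wells with enzyme plus substrate for no effect and substrate without enzyme for full effect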
Target sequence (P24666 whole entry, looked up): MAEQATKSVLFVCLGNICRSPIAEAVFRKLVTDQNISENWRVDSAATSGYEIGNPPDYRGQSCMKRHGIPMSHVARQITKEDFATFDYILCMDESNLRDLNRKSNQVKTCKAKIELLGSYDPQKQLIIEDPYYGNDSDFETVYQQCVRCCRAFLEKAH
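Buffer or medium: Bis-Tris pH 6.0, DTT, detergent; Assay system: LMPTP-A enzyme; Quantity: 0.625 nM enzyme; Detection: endpoint fluorescence intensity; Times: 50 min dark incubation at room temperature; Controls: substrate-only low control, DMSO enzyme-plus-substrate high control; Doses: single 20 µM dose; Read-out: percent inhibition versus substrate-only and uninhibited controls; Reagent: 400 µM OMFP.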
DNMT1 inh = blocks human DNA methyltransferase DNMT1; actives 0.83% (n = 360,000); P26358; inhibition (reported as % activation of signal), % at 10 µM; AID 588458; DNMT1 molecular beacon, Hinp1I cleavage, fluorescence; in the data active means inhibition above about 50%
STEP block = blocks human striatal-enriched tyrosine phosphatase; actives 0.25% (n = 360,000); recombinant STEP, OMFP fluorogenic substrate, fluorescence; P54829; inhibition, % at 20 µM;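 active means inhibition at 20 µM, scaled per plate between control wells, above about 37%, limit read from the data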;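 further: 0% = DMSO with enzyme and substrate and 100% = substrate only without enzyme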
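medium = Bis-Tris buffer pH 6.0, 2.5 mM DTT, 0.005% Tween 20 | test system = STEP (striatal-enriched tyrosine phosphatase) enzyme, cell-free | measure = normalized % inhibition | compound dosing = 20 µM, 1% DMSO | also added = 25 µM OMFP | schedule = reaction 20 min, ambient temperature | measured by = fluorescence read at 480 nm ex / 540 nm em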
MT1-MMP act inh = MT1-MMP (human) activation inhibition. actives 0.061% (n = 360,000). P50281. GFP/RFP ratio change, % at 20 µM. AID 651647. HT1080 RFP-PRO-GFP cells, GFP/RFP ratio fluorescence, overnight; percent of plate control window, DMSO zero;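 active means GFP/RFP ratio change of at least 30% with cell ATP level not reduced by more than half and red fluorescence within 50% of control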; further: strong numbers were not always called active
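Material – HT1080 RFP-PRO-GFP cells · Control set – DMSO wells and RFP-L50D-GFP cells · Incubation – overnight cell settling, then overnight compound exposure, 37 °C, 5% CO2 · Compound dosing – single-point 20 µM compound, 1% DMSO · Read-out – GFP/RFP fluorescence ratio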
SUMO1-SIM PPI = modulators of human SUMO1-mediated protein-protein interactions; P63165; SUMO1 binding to a labelled peptide, TR-FRET, 1 h; inhibition, % at 20 µM; actives 0.33% (n = 360,000); in the data active means inhibition above about 37%
Target sequence (P63165 whole entry, looked up): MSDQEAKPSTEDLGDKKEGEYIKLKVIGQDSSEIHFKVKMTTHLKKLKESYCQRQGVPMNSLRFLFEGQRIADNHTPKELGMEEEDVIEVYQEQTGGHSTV
Rpn11 inh = Rpn11 (human) deubiquitinase inhibition. O00487. human 26S proteasome, Ub4-pepOG fluorescence polarization; 20S core pre-blocked with epoxomicin. calls only at 20 µM. actives 0.59% (n = 360,000). AID 588493;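 active means inhibition at 20 µM, scaled to each plate's controls, above about 33%, limit read from the data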
Target sequence (O00487 whole entry, looked up): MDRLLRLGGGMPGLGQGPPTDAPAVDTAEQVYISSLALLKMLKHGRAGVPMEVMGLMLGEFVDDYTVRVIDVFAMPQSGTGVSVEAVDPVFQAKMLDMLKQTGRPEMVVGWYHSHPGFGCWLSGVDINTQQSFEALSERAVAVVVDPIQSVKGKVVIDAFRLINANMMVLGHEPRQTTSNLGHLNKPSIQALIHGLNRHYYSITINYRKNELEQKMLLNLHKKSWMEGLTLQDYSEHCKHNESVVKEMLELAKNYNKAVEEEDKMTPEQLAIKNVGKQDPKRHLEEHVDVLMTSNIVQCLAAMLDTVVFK
* hit, by the source's call; i = inactive; . = no result given; + = active, no number.

SMILES | NadD block | SKN-1 inh | NRP1-CendR mod | Scp1 inh | LMPTP block | DNMT1 inh | STEP block | MT1-MMP act inh | SUMO1-SIM PPI | Rpn11 inh
Cc1ccc(-n2ccnc(SCC(=O)NC3CCCC3)c2=O)cc1Cl | -3 | 8 | 4 | 3 | -0.5 | 0 | -1 | -1 | -11 | i
COc1ccc(N2CCN(C(=O)COc3ncnc4ccccc34)CC2)cc1 | 2 | -11 | -7 | 4 | 0.2 | 1 | -2 | 6 | -1 | i
COC(=O)c1ccc(SCC(=O)NCc2ccccc2)c([N+](=O)[O-])c1 | -2 | -5 | 7 | -10 | -0.4 | 2 | -2 | -2 | -30 | i
COc1cccc(-c2nc(CS(=O)CC(=O)NC3CCCCC3)c(C)o2)c1 (stereo not given) | -3 | -13 | -10 | 6 | -0.1 | -1 | -3 | 2 | 0 | i
Cc1ccc2nc(-c3ccc(NC(=O)C4CCCO4)cc3)[nH]c2c1 (stereo not given) | -3 | 8 | 5 | -9 | -0.5 | 0 | 20 | 12 | 0 | i
CN(c1ccccc1)S(=O)(=O)c1cccc(NC(=O)c2cccc(C#N)c2)c1 | -2 | -7 | 5 | -6 | 1.9 | -8 | 3 | 4 | 6 | i
O=S(=O)(c1ccccc1)N1CCN=C1SCc1ccccc1 | 1 | -1 | 0 | -1 | -0.4 | 0 | -2 | 2 | 0 | i
CSc1nc(-c2ccco2)nn1S(C)(=O)=O | 0 | 8 | 0 | -3 | -0.5 | 5 | 1 | 3 | 4 | i
Cc1ccc(Cc2c[nH]c(=S)s2)cc1 | 1 | -4 | 4 | -8 | -0.7 | 2 | -1 | 3 | 2 | i
Cc1cccc(-n2c(O)c(C=NC3CCS(=O)(=O)C3)c3ccccc3c2=O)c1 (stereo not given) | -8 | -16 | 2 | -7 | -0.9 | -3 | -1 | 4 | -14 | i
O=C(N/N=C/c1cc2c(cc1Br)OCO2)c1cccnc1 | -5 | -2 | -7 | -3 | 2.1 | 1 | 0 | 2 | -15 | i
CCn1ncc(C2=NOC(C(=O)Nc3ccc(C)cc3)C2)c1C (stereo not given) | 6 | -1 | 1 | -2 | -1.5 | -1 | -3 | 7 | 4 | i
CCOC(=O)N1CCC(n2c(SCC(=O)NCCC3=CCCCC3)nc3ccccc3c2=O)CC1 | 9 | 17 | -8 | -5 | 1.1 | -6 | 2 | 1 | 1 | i
O=[N+]([O-])c1ccc(Nc2ccccc2O)c2nonc12 | -3 | 30 | -8 | -2 | 13 | 2 | 4 | -136 | -65 | i
O=C(CSc1ncnc2c1cnn2-c1ccc(F)cc1)NCC1CCCO1 (stereo not given) | -7 | 14 | 12 | -5 | -0.8 | 1 | -1 | -8 | 14 | i
COc1cc(NC(=O)CSc2nnc(-c3cc(C)on3)o2)cc(OC)c1 | -2 | -22 | 3 | 0 | 0.9 | 2 | -1 | 2 | 3 | i
CCCCn1c(-c2ccc([N+](=O)[O-])cc2)n[nH]c1=S | -2 | 0 | 6 | -2 | -1.4 | -1 | 2 | 7 | -19 | i
NC(=O)COc1ccc(/C=N/NC(=O)C2CCCN2S(=O)(=O)c2ccc(Cl)cc2)cc1 (stereo not given) | -5 | -18 | -4 | -19 | -2.5 | 2 | 1 | -2 | -4 | i
N#CCOc1coc(CN2CCN(c3ccccc3)CC2)cc1=O | 2 | 2 | 3 | 2 | -1.6 | 1 | 1 | 2 | 17 | i
O=C(O)c1cccc(NS(=O)(=O)c2ccc(Oc3ccc(S(=O)(=O)Nc4cccc(C(=O)O)c4)cc3)cc2)c1 | -9 | 5 | -97 | -18 | -1.2 | 1 | 1 | -3 | 7 | i
Clc1cccc(C2CCN(Cc3nc(COc4ccccc4)no3)C2)c1 (stereo not given) | -6 | 10 | -2 | -14 | 1.3 | -2 | 7 | 3 | 2 | i
O=c1[nH]nc(-c2ccc(F)cc2)cc1-c1ccccc1 | -1 | 7 | 18 | -11 | 0.1 | -1 | 0 | 6 | -23 | i
Cc1c(C(=O)OCC(=O)NC2CCCCC2)oc2ccccc12 | -6 | -11 | -1 | -2 | -0.1 | 5 | 1 | 0 | 0 | i
COc1ccccc1NC(=S)NNC(=O)c1ccncc1 | 0 | -6 | 10 | 1 | -0.5 | 1 | -1 | -1 | -1 | i
Oc1ccc2ccccc2c1CNn1cnnc1 | -3 | 0 | -5 | -9 | -0.1 | 2 | 2 | 5 | 0 | i
COc1ccccc1NC(=O)CN1CCN(CC(=O)Nc2ccc(F)cc2F)CC1 | -11 | 11 | 6 | 17 | -1.6 | 2 | -1 | -2 | 1 | i
O=C(COC(=O)c1cccc(S(=O)(=O)N2CCCCCC2)c1)Nc1ccccc1 | -6 | 17 | -13 | -2 | 2.0 | -1 | 2 | 1 | 3 | i
O=C(NN1C(=O)C2C3C=CC(C4CC34)C2C1=O)c1cccc(Br)c1 (stereo not given) | -9 | -1 | -3 | -5 | -1.9 | 1 | 1 | 2 | 0 | i
CCc1noc(C)c1C(=O)Nc1nc2c(C)cc(C)cc2s1 | -5 | -19 | -21 | -3 | 1.2 | 0 | -1 | -3 | -4 | i
COc1cccc(-c2cc(C(=O)NC3CCCCC3)no2)c1 | -3 | 9 | 11 | -6 | -0.2 | 1 | 0 | 1 | 5 | i

A different layout for some results above:
SMILES,NadD block,SKN-1 inh,NRP1-CendR mod,Scp1 inh,LMPTP block,DNMT1 inh,STEP block,MT1-MMP act inh,SUMO1-SIM PPI,Rpn11 inh
O=c1[nH]nc(-c2ccc(F)cc2)cc1-c1ccccc1,-1,7,18,-11,0.1,-1,0,6,-23,i
Cc1c(C(=O)OCC(=O)NC2CCCCC2)oc2ccccc12,-6,-11,-1,-2,-0.1,5,1,0,0,i
COc1ccccc1NC(=S)NNC(=O)c1ccncc1,0,-6,10,1,-0.5,1,-1,-1,-1,i

In the list so far, 2 contain a furan ring, fused or not.
SMILES | NadD block | SKN-1 inh | NRP1-CendR mod | Scp1 inh | LMPTP block | DNMT1 inh | STEP block | MT1-MMP act inh | SUMO1-SIM PPI | Rpn11 inh
CSc1nc(-c2ccco2)nn1S(C)(=O)=O | 0 | 8 | 0 | -3 | -0.5 | 5 | 1 | 3 | 4 | i
Cc1c(C(=O)OCC(=O)NC2CCCCC2)oc2ccccc12 | -6 | -11 | -1 | -2 | -0.1 | 5 | 1 | 0 | 0 | i

The listing continues:
SMILES | NadD block | SKN-1 inh | NRP1-CendR mod | Scp1 inh | LMPTP block | DNMT1 inh | STEP block | MT1-MMP act inh | SUMO1-SIM PPI | Rpn11 inh
COc1ccccc1NC(=O)C1(c2ccccc2)CCCC1 | -12 | 4 | 2 | -4 | 2.3 | 8 | 1 | -5 | 0 | i
O=C(CSc1ncnc2ccccc12)c1cccs1 | 2 | 12 | 0 | 9 | 4.3 | 5 | 4 | -13 | -13 | i
CCCCn1cc2c(c1-c1cccc(C)c1)c(=O)n(C)c(=O)n2C | -6 | 2 | 13 | -8 | -0.4 | 2 | 0 | 0 | -1 | i
COc1cc(C2SCCS2)cc(Br)c1Oc1ncccc1[N+](=O)[O-] | -2 | 8 | -5 | -14 | 2.1 | -9 | 1 | 4 | 1 | i
COC(=O)CN1C(=O)C(C)=C(c2ccc(C)cc2)S1(=O)=O | 3 | -7 | 0 | -6 | 0.0 | 1 | 1 | 7 | -11 | i
C=CCNc1nc(Nc2ccc(OC)cc2)nc(OCC)n1 | -3 | 10 | 2 | -7 | 0.7 | 3 | 0 | 1 | 2 | i
Nc1csnc1C(=O)O | 10 | 24 | -1 | -2 | -1.4 | 3 | 0 | 1 | 2 | i
COCCCNC(=S)N1CCN(c2nc(-c3ccc(F)cc3)cs2)CC1 | -4 | 0 | 6 | 1 | 1.2 | 3 | -1 | 1 | -2 | i
Cc1ccc(OCc2cc(C(=O)N(CCO)Cc3cccs3)no2)cc1C | -5 | 17 | 11 | -9 | 1.4 | -4 | 2 | 0 | -1 | i
Cc1nn(-c2ccccc2)c(C)c1C(=O)OCC(=O)Nc1ccccc1Cl | 3 | -5 | -3 | . | 1.7 | -4 | 0 | 4 | -1 | i
COc1ccc(C)cc1S(=O)(=O)NC1CC1 | -1 | -12 | -2 | -2 | -0.4 | 0 | 0 | -4 | -1 | i
Cc1cc(C(=O)OCC(=O)N(C)c2ccccc2)ccc1[N+](=O)[O-] | -5 | -3 | 1 | -10 | 0.2 | -2 | 0 | -1 | -21 | i
Cc1ccc(NC(=O)CN(C)C(=O)c2ccc(Br)o2)cc1 | -1 | -12 | 1 | 1 | 0.8 | 2 | 1 | 2 | 2 | i
Cn1c(N)c(C(=O)CSc2nnc(-c3cccs3)n2C2CC2)c(=O)[nH]c1=O | 1 | -3 | -4 | 2 | -0.1 | 1 | 2 | 2 | 13 | i
CCN(CC)c1ncnc2c1sc1nc(C)cc(C)c12 | -2 | 6 | -2 | -6 | 1.1 | -2 | 2 | -5 | 7 | i
CCOC(=O)c1oc2ccccc2c1CSc1nnnn1-c1ccccc1 | 5 | 12 | -4 | -12 | 2.0 | -5 | 2 | -5 | -1 | i
C=CCn1c(SCc2c(C)noc2C)nc2sc3c(c2c1=O)CCCCC3 | -2 | 14 | -8 | -15 | 5.5 | -4 | 0 | -12 | -5 | i
COc1ccccc1N1CCN(C2CCCN(C(=O)CN3CCCCC3=O)C2)CC1 (stereo not given) | -7 | 0 | 20* | 1 | -0.8 | 1 | 0 | -11 | 2 | i
Cc1cc(N(C)C)ccc1N=Nc1ccc(N)cc1 | 0 | 97* | -58 | -4 | 14 | -22 | 5 | 13 | -81 | +

Hits appear at their usual frequency, and some 3.9% of all compounds hit somewhere here.
